Bioassay records as filed in PubChem BioAssay.
TDP1 block: blocks human tyrosyl-DNA phosphodiesterase 1; Q9NUW8; recombinant TDP1, AlphaScreen DNA substrate cleavage; Potency, µM (highest dose often 130 µM), for the others: top-dose activity change, negative = inhibition, actives largely listed as inhibitors; 0.28% of 350,000 active; AID 485290; note: nearly all actives have a fitted effect of over 40% in size
Target sequence (Q9NUW8 whole entry, looked up): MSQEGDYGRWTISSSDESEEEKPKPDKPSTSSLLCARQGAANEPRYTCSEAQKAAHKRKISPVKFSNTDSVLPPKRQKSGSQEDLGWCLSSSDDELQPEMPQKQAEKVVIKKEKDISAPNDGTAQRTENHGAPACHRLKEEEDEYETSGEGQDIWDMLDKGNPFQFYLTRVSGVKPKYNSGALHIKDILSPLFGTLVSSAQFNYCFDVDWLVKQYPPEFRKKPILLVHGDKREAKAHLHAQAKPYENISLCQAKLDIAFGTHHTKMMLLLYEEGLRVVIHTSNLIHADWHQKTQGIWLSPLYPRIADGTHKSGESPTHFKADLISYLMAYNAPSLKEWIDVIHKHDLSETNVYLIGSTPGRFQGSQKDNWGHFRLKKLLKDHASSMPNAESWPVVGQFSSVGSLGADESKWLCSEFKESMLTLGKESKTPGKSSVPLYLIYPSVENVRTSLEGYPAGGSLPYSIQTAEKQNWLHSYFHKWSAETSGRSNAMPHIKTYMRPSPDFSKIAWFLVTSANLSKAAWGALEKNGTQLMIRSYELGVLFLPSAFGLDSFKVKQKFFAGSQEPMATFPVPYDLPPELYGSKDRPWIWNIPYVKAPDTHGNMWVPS
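Compounds were preincubated with Tdp1 (1 nM final) for 15 min at room temperature before substrate (15 nM final) started a 5 min reaction; beads (10 ug/ml final) were then added for 10 min before AlphaScreen detection.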
N370S GC mod: inhibits or activates N370S mutant glucocerebrosidase | P04062 | N370S GC spleen homogenate, 4MU-glucoside fluorescence | Potency, µM (highest dose often 59.4 µM), for the others: top-dose activity change, negative = inhibition, most hits filed as inhibitors | 0.092% of 330,000 active;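 note: 0% = full enzyme activity and -100% = no enzyme basal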
DT40 TDP1 no CPT: qHTS for Inhibitors of human tyrosyl-DNA phosphodiesterase 1 (TDP1): qHTS in cells in absence of CPT; Potency, µM (doses to about 46.2 µM), without a hit: at the highest dose activity change, negative = growth inhibition, actives largely listed as inhibitors; DT40 Tdp1-/- hTDP1 cells, no CPT, ATP luminescence, 48 h; 15% of 420,000 active; note: nearly all actives have a fitted effect of over 55% in size
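Compound effects on proliferation are scored in DT40 Tdp1-/-;hTDP1 cells in the absence of CPT. ATP levels (CellTiter-Glo luminescence) are recorded after a ≥48 hr, 37 °C incubation.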
An asterisk follows results filed as active; ? = inconclusive; / = not tested or not shown; [ ] = another dose, or the depositor's remark. Calls come from the whole dose curve; as a rule, active = well fitted curve in the direction sought with a large enough effect; inconclusive = small, poorly fitted or top-dose-only effect, or another doubt; inactive = no such curve, though single readings can be large; an effect the other way counts as inactive or inconclusive. Unless noted, % is set by controls: 0 for no effect and ±100 for the full control effect; potency is the fitted concentration of half-maximal effect. The list is partial; count on the stated rates, not on these rows.

item	compound	N370S GC mod	DT40 TDP1 no CPT	TDP1 block
1	O=C(O)CSC1CC(=O)N(c2cccc(Cl)c2)C1=O (configuration not stated)	1%	?	4%
2	CCOC(=O)c1sc(N=NC2=C(O)CC(C)(C)CC2=O)c(C(=O)OCC)c1C	8%	15µM*	0%
3	CN(C)S(=O)(=O)c1ccc(C(=O)NCc2ccccc2)cc1	0%	-28%	-4%
4	CCC(=O)N1CCc2cc(S(=O)(=O)NCCC(=O)NC3CCCc4ccccc43)ccc21 (configuration not stated)	?	?	0%
5	COc1ccc(CCN(C(=O)Cn2nnc3ccccc32)C(C(=O)NCC2CCCO2)c2ccncc2)cc1OC (configuration not stated)	-6%	-13%	-5%
6	Cc1ccccc1C(=O)NC(=S)Nc1ccccc1N1CCCC1	-2%	-13%	8%
7	Cc1ccc(-n2ncc(C#N)c2/N=C/N2CCN(C)CC2)cc1	2%	-11%	0%
8	CCCCCc1ccc(-c2ccc(C(=O)Oc3ccc(C(=O)OC)cc3)cc2)nc1	/	-8%	6%[12.3 µM]
9	Cc1ccc(C)c(S(=O)(=O)Nc2ccc(O)cc2)c1	-4%	?	-2%
10	COc1ccccc1NC(=O)C1CCN(c2ncccn2)CC1	1%	-6%	6%
11	COc1cc(OC)cc(C(=O)Nc2cccnc2)c1	-6%	1%	1%
12	NC(=O)C1CC(=O)N(c2ccc(OCc3ccc(Cl)cc3Cl)cc2)C1 (configuration not stated)	5%	-50%	3%
13	COc1ccccc1NC(=S)N1C2CCC1CC(NC(=O)NC13CC4CC(CC(C4)C1)C3)C2 (configuration not stated)	2%	?	6%
14	Cc1cc(-c2ccc(C(C)C)c(S(=O)(=O)NCc3ccco3)c2)on1	-6%	-26%	1%
15	CC(=O)c1c(C)[nH]c(C(=O)Nc2cc(C)cc(C)c2)c1C	4%	?	3%

4 of the compounds above, with each value named:
(10) COc1ccccc1NC(=O)C1CCN(c2ncccn2)CC1
  N370S GC mod = 1%	DT40 TDP1 no CPT = -6%	TDP1 block = 6%
(8) CCCCCc1ccc(-c2ccc(C(=O)Oc3ccc(C(=O)OC)cc3)cc2)nc1
  N370S GC mod = /	DT40 TDP1 no CPT = -8%	TDP1 block = 6%[12.3 µM]
(15) CC(=O)c1c(C)[nH]c(C(=O)Nc2cc(C)cc(C)c2)c1C
  N370S GC mod = 4%	DT40 TDP1 no CPT = ?	TDP1 block = 3%
(14) Cc1cc(-c2ccc(C(C)C)c(S(=O)(=O)NCc3ccco3)c2)on1
  N370S GC mod = -6%	DT40 TDP1 no CPT = -26%	TDP1 block = 1%

(next part)
item	compound	N370S GC mod	DT40 TDP1 no CPT	TDP1 block
16	S=c1[nH]nc(Cc2c[nH]c3ccccc23)o1	3%	-1%	0%
17	COc1ccccc1C(=O)Oc1ccc(C(C)(C)C)cc1	-27%	-7%	-6%
18	Cc1ccc(S(=O)(=O)N2CCN(C)CC2)cc1	-3%	-3%	/
19	COc1ccc(CN2CCCC(CO)(Cc3ccc(F)cc3F)C2)cc1 (configuration not stated)	-9%	?	0%
20	CC1=CCC2C(=O)N(c3cccc(C(=O)Nc4ccccc4Cl)c3)C(=O)C2C1 (configuration not stated)	-6%	-29%	1%
21	COc1ccccc1CN(C)C(=O)COC(=O)c1cc(C)oc1C	0%	?	3%
22	Cc1ccc(Cn2c(=O)n(Cc3ccc(C(=O)NC4CCN(Cc5ccccc5)CC4)cc3)c(=O)c3ccccc32)cc1	/	5%	6%
23	Cc1cc(C)cc(N(CC(=O)NCCSc2ccccn2)S(=O)(=O)c2ccccc2)c1	14%	26µM*	3%
24	Cc1nc(S/C(=C\c2ccc(-c3ccc(C(=O)O)c(Cl)c3)o2)C(=O)O)n[nH]1	-9%	-19%	3.2µM*
25	c1ccc(Cc2noc(CN3CCC(CN4CCOCC4)CC3)n2)cc1	-23%	?	6%
26	Nc1cc(S(=O)(=O)Nc2ccc(Cl)cc2)ccc1N1CCOCC1	3%	5.2µM*	-1%
27	Cc1cccc2c1-c1sc(C(=O)N(C)c3cccc(C(F)(F)F)c3)cc1CO2	/	23µM*	-3%
28	CC(=O)N1CCN(C(=O)c2ccc(C(=O)c3ccccc3)cc2)CC1	-5%	-6%	/
29	Cc1ccc(S(=O)(=O)N2CCCN(C(=O)c3ccc(-n4cccn4)cc3)CC2)cc1	/	?	3%
30	CC(C)CC(NC(=O)c1ccc(Cl)cc1)C(=O)OCc1cc([N+](=O)[O-])cc2c1OCOC2 (configuration not stated)	?	-29%	5%
31	CC(=O)NC(=S)Nc1ccc2oc(=O)ccc2c1	-1%	-1%	0%
32	Cc1ccc(NC(=O)C2CCC(=O)N2)cc1C (configuration not stated)	6%	-14%	2%
33	O=[N+]([O-])c1ccc2c(c1Nc1ccccc1Cl)=NC1(CCCCC1)N=2	-1%	-3%	7%
34	C=CCc1ccc(OCCn2cccc2C=O)c(OC)c1	/	?	-4%
35	COc1cccc(OC)c1-c1nn(-c2ncc(C(F)(F)F)cc2Cl)c(=O)o1	18%	?	/
36	CC(C)C(=O)Nc1ccc(NC(=O)c2ccccn2)cn1	-2%	-18%	1%
37	O=[N+]([O-])c1ccc(CN2CCN(c3ccccc3Cl)CC2)o1	-1%	-5%	/
38	CC(C)N(N=Nc1ccc([N+](=O)[O-])cc1)C(C)C	0%	?	6%
39	Cc1c(N=Cc2ccc[nH]2)c(=O)n(-c2ccccc2)n1C	3%	-4%	-11%
40	CC(C)N(C(=O)NC(=O)Nc1ccccn1)S(C)(=O)=O	-1%	4%	-2%
41	COc1ccc(CNC(=O)N[C@@H](Cc2c[nH]c3ccccc23)C(=O)O)cc1	-6%	25%	/
42	CCCCOc1ccc(CON(C(C)=O)C(C)=O)cc1Cl	-3%	21%	-3%
43	CCOc1ccccc1-c1nnc2n1N=C(c1ccccc1OC)CS2	3%	/	14%
44	COC(=O)[C@@]12CCCCN1[C@H](c1ccc(-c3ccccc3)c(OC)c1)[C@H]1C(=O)N(C)C(=O)[C@H]12	/	13µM*	3%
45	CCc1cc2cc(C)ccc2nc1SCC(=O)N1CC(=O)Nc2ccccc21	?	?	-11%
46	COc1ccccc1Cn1c(=S)[nH]c2ccccc2c1=O	0%	?	/
47	CCOC(=O)C[C@@H](C(=O)OCC)[C@@H]1CCCCC1=O	2%[12.8 µM]	/	6%[21 µM]
48	Cc1cc(C)c(OCC(=O)Nc2nc(-c3ccccn3)cs2)c(C)c1	8%	4.1µM*	5%
49	O=C(CCC(=O)Nc1ccc(Cl)cc1Cl)NNC(=O)Nc1ccccc1	12%	-1%	4%
50	CC(C)c1ccc2[nH]c(O)c(N=NC(=S)NCCc3ccccc3)c2c1	29%	8.2µM*	0%
51	CC1CN=C(Nc2cccc(S(=O)(=O)N(C)C)c2)S1 (configuration not stated)	-11%	11%	3%
52	Cc1ccc(-c2[nH]c3cc(C(=O)NCCCn4ccnc4)ccc3c(=O)c2O)cc1	-2%	2%	7%
53	CCC1=NN=C(c2ccc(F)cc2)C(c2c[nH]c3ccccc23)N1O (configuration not stated)	-5%	?	2%
54	Cc1ccc(NC(=O)CN2C(=O)c3ccccc3S2(=O)=O)cc1C	-4%	9%	/
55	CC1=Nc2ccccc2N=C(NC(=O)CN2CCN(c3ccccc3)CC2)C1c1ccccc1 (configuration not stated)	1%	?	/
56	COc1ccc(CCNC(=O)CCn2c(=O)c3ccccc3n(Cc3c(C)cc(C)cc3C)c2=O)cc1OC	/	-1%	-2%
57	CCOC(=O)N1CCN(S(=O)(=O)c2ccc(C)c(C(=O)NC3CCCCC3)c2)CC1	-1%	-25%	-6%
58	CCOC(=O)c1cccc(NS(=O)(=O)c2cnc[nH]2)c1	-29%	-1%	10%
59	Cc1ccc2nsnc2c1NS(=O)(=O)c1c(C)ccc2nsnc12	-6%	-14%	0%
60	CCc1nc(SCC(=O)c2c[nH]c3ccccc23)n[nH]1	-12%	-19%	4%
61	COc1ccc(Nc2ccnc3ccccc23)cc1	0%	16µM*	6%
62	CN1CCc2c(sc(NC(=O)C3CCCN3S(=O)(=O)c3ccc(Cl)s3)c2C(N)=O)C1 (configuration not stated)	-11%	?	-4%
63	CCOC(=O)c1c(NC(=O)CSc2nnc(-c3c[nH]c4ccccc34)n2CCOC)sc2c1CCCC2	-12%	15µM*	5%
64	CCOC(=O)NC(=O)CSc1nnc(SCCC(=O)O)s1	-27%	-13%	2%
65	CCOc1ccc(-c2cc(N)n(S(=O)(=O)c3cccc4nsnc34)n2)cc1	0%	-3%	8%
66	Cc1ccc(NC(=O)COC(=O)Cn2cnc3c2c(=O)n(C)c(=O)n3C)c(Cl)c1	-9%	-21%	-3%
67	Cc1cc(C)c(S(=O)(=O)N2CCN(C(=O)CN3C(=O)NC4(CCCC4)C3=O)CC2)c(C)c1	1%	0%	0%
68	CN(C(=O)COC(=O)C1c2ccccc2Oc2ccccc21)C1CCS(=O)(=O)C1 (configuration not stated)	-3%	-6%	2%
69	Nc1nc(Cl)cc(NCCc2ccc(O)cc2)n1	14%	?	1%
70	O=C(NNC(=O)c1ccc(Br)s1)c1cccc(S(=O)(=O)N2CCCC2)c1	/	?	2%
71	Cc1nc(C)c(CC(=O)N2CCc3c([nH]c4ccccc34)C2c2ccccn2)s1 (configuration not stated)	2%	?	/
72	CC(Sc1ccc2c(c1)OCCO2)C(=O)Nc1ccc2c(c1)OCO2 (configuration not stated)	8%	-28%	2%
73	Cc1cccc(OCC(=O)Nc2ccccc2N2CCCCC2)c1C	?	?	-20%
74	COc1cc(C(=S)N2CCOCC2)cc(OC)c1O	5%	-17%	/
75	CCn1c(=O)c(=O)[nH]c2cc(C(=O)NCc3ccc(F)cc3)ccc21	-16%	1%	9%

Random excerpt: seven compounds from above.
item	compound	N370S GC mod	DT40 TDP1 no CPT	TDP1 block
62	CN1CCc2c(sc(NC(=O)C3CCCN3S(=O)(=O)c3ccc(Cl)s3)c2C(N)=O)C1 (configuration not stated)	-11%	?	-4%
70	O=C(NNC(=O)c1ccc(Br)s1)c1cccc(S(=O)(=O)N2CCCC2)c1	/	?	2%
75	CCn1c(=O)c(=O)[nH]c2cc(C(=O)NCc3ccc(F)cc3)ccc21	-16%	1%	9%
65	CCOc1ccc(-c2cc(N)n(S(=O)(=O)c3cccc4nsnc34)n2)cc1	0%	-3%	8%
64	CCOC(=O)NC(=O)CSc1nnc(SCCC(=O)O)s1	-27%	-13%	2%
72	CC(Sc1ccc2c(c1)OCCO2)C(=O)Nc1ccc2c(c1)OCO2 (configuration not stated)	8%	-28%	2%
71	Cc1nc(C)c(CC(=O)N2CCc3c([nH]c4ccccc34)C2c2ccccn2)s1 (configuration not stated)	2%	?	/

Additional structures follow.
item	compound	N370S GC mod	DT40 TDP1 no CPT	TDP1 block
76	CC1CCCCC1NC(=O)CCn1c(=O)oc2ccccc21 (configuration not stated)	4%	-23%	0%
77	COc1ccc(NC(=O)C2CCCN(c3nn4c(=O)cc(C)nc4s3)C2)cc1 (configuration not stated)	3%	?	/
78	CCn1c(=O)c2sccc2n2c(CCCC(=O)Nc3ccc(OC)c(OC)c3)nnc12	/	?	-3%
79	O=C(NCCCN1CCCC1=O)C(=O)NCC1OCCN1S(=O)(=O)c1ccc(Br)cc1 (configuration not stated)	-10%	0.41µM*	4%
80	CC(C)c1nnc(NC(=O)CCC(=O)N2CCN(c3cccc(Cl)c3)CC2)s1	-7%	-23%	4%
81	COc1ncc2nc(C)c(=O)n(CCc3ccccc3)c2n1	-5%	?	/
82	CSc1cccc(NC(=O)/C=C/c2cccc(Cl)c2)c1	3%	?	3%
83	CNS(=O)(=O)c1cccc(C(=O)OCCCOC(=O)c2cccc(S(=O)(=O)NC)c2)c1	-12%	?	6%
84	CN(C(=O)COC(=O)c1ccc(S(=O)(=O)N2CCOCC2)cc1)C1CCCCC1	-2%	-3%	2%
85	CC(=O)N(C)c1ccc(NC(=O)N2CCOCC2)cc1	-10%	1%	2%
86	COc1ccc2[nH]cc(CCNC(=O)Nc3c(C)cccc3C)c2c1	/	?	5%
87	CC1=C(c2ccc(C)c(C)c2)S(=O)(=O)N=C1N1CCC(C(=O)NCc2ccc(C)o2)CC1	/	-17%	-3%
88	Cc1cccc(NC(=O)CNC(=O)c2ccc3nc[nH]c3c2)c1C	-13%	-3%	-17%
89	O=C(COC(=O)C1=NN(c2ccccc2)C(=O)CC1)Nc1nc(-c2ccc(F)cc2)cs1	/	-18%	-1%
90	COc1ccc(-c2sc(N)nc2-c2ccccc2)cc1	/	?	3%
91	COc1cccc(CNC(=O)C2CCN(S(=O)(=O)c3ccc(-n4cnnn4)cc3)CC2)c1	2%	-14%	9%
92	COCc1cc(C)nc(OCC(=O)N/N=C/c2ccccc2O)c1C#N	-24%	?	3%
93	Cc1ccccc1CSCC(=O)N1CCN(c2ccccc2)CC1	8%	?	3%
